Screens: PubChem BioAssay, Broad Institute
esBAF inh: inhibitors of esBAF chromatin remodeling in mouse ES cells; AID 602393; actives 2% (n = 350,000); reporter increase, % at 12.5 µM; Bmi1-luciferase knock-in reporter, 24 h; 100% = twice the neutral-well signal; in the data active means activation above about 40%; inconclusive means no clear call, values can overlap the other calls;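 further: 0% = median of the plate's neutral control wells and 100% = double that signal; a rise in the Bmi1 reporter signal indicates esBAF inhibition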
Casp6 inh: caspase-6 (human) enzyme inhibition. P55212. purified caspase-6, Z-VEID-R110 cleavage fluorescence. inhibition, % at 12.5 µM. actives 0.53% (n = 350,000). AID 686996;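 active means mean inhibition across replicates at least about 35%, with every replicate also reaching that limit, limit read from the data; inconclusive means only one of the two criteria met; inactive means neither criterion met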;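 further: 0% = median of neutral control wells and 100% = no fluorescence left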
Target sequence (P55212 24-179 limits assumed): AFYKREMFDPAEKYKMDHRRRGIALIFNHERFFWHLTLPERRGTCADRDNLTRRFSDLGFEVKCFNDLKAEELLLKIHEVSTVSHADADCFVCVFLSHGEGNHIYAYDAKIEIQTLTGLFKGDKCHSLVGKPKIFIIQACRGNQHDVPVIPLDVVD
Target sequence (P55212 194-293 limits assumed): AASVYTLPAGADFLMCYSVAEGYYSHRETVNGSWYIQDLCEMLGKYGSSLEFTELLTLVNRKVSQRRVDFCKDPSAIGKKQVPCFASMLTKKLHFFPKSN
C2C12 statin: protects C2C12 myotubes from simvastatin toxicity; ATP luminescence, 48 h; scaled: DMSO 0, geranylgeraniol control 100; rescue of ATP level, % at 7.49 µM; actives 0.78% (n = 330,000);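 active means mean ATP rescue above about 67%, or every replicate alone reaching that limit, limit read from the data, passing the limit was not always enough; inconclusive means no clear call, values can overlap the other calls; inactive means mean under the limit and some replicate under it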;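 further: myotubes were challenged with 10 µM simvastatin during compound exposure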
S100A4 inh HTS: S100A4-myosin IIA interaction inhibition; P26447; S100A4/TAMRA-MyoIIA peptide fluorescence polarization; inhibition, % at 10.7 µM; actives 0.14% (n = 360,000); AID 652163;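 active means mean inhibition of at least 70% across replicates, with every replicate also reaching that level; inconclusive means mean inhibition reaches 70% but some replicates fall short; inactive means mean inhibition below 70%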
Target sequence (P26447 whole entry, looked up): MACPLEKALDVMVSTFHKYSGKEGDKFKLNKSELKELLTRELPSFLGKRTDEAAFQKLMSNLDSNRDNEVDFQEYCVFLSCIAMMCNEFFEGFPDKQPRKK
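Material: S100A4 monomer (human). Medium: Calcium-containing HEPES buffer, pH 7.2. Probe or stimulus: labelled myosin peptide probe, 5 nM. Compound dosing: one concentration per compound. Timing: polarization read 5 min after assay mix addition, stable 5–60 min. Benchmarks: DMSO as neutral control, TFP as positive control.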
FN deposit inh: fibronectin deposition inhibition. AH1F fibroblasts, Alexa488-fibronectin deposition fluorescence, overnight. inhibition, % at 12.6 µM. actives 0.086% (n = 350,000). AID 743247;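 active means mean inhibition across replicates of 30% or more, regardless of how many single replicates reach that level; inconclusive means mean under 30% yet at least half of replicates reach 30%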;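 further: positive control wells lacked labelled fibronectin entirely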
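Assay system: AH1F fibroblasts / Quantity: 10000 cells per well / Medium: DMEM plus 2% serum, read in PBS / Reagent: labelled fibronectin 24 nM / Dosing: single dose, pinned / Times: 1 h cell attachment, overnight exposure to compound and label / Signal: fluorescence, ex 485 nm, em 525 nm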
SIRT5 inh: blocks human SIRT5 desuccinylation of peptide | actives 1.1% (n = 330,000) | AID 652115 | Purified SirT5, succinyl-peptide AMC, trypsin-coupled fluorescence | inhibition, % at 15 µM; in the data active means inhibition above about 15%; inconclusive means no clear call, values can overlap the other calls
Target sequence (Q9NXA8 whole entry, looked up): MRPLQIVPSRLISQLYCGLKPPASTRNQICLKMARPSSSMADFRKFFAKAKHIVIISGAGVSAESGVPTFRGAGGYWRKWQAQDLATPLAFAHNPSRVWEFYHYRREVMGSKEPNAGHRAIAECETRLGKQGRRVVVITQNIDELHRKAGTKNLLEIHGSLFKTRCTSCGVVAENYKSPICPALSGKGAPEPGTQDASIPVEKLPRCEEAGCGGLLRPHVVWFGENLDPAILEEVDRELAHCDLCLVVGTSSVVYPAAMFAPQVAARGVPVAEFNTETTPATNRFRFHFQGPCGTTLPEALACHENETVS
LGR2 antag: inhibitors of bursicon-induced Drosophila LGR2 receptor cAMP signaling. HEK293 LGR2, CRE-luciferase, bursicon-stimulated, 4 h. inhibition, % at 9.99 µM. actives 0.35% (n = 380,000). AID 720647;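 active means drop in luminescence signal, shown as inhibition above about 50% in the replicate tests, limit read from the data, passing the limit was not always enough; inconclusive means probably only some replicates passing the limit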;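 further: agonist challenge used bursicon conditioned medium at about half maximal strength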
* hit, by the source's call; u = inconclusive; x = not tested or not shown. This is a subset (hit frequency here may not be typical).

SMILES	esBAF inh	Casp6 inh	C2C12 statin	S100A4 inh HTS	FN deposit inh	SIRT5 inh	LGR2 antag
CCN(Cc1ccccc1)N=Nc1ccccc1	-4	-1	9	5	-4	x	-4
O=C(NCc1ccco1)c1cccnc1Cl	1	-1	9	2	10	-6	2
COc1ccc(-n2c(=O)c3ccccc3n(Cc3ccccc3F)c2=O)cc1OC	x	0	x	0	3	-3	0
CCCCn1nnnc1C(c1ccccc1)N1CCN(C(=O)C2CCCO2)CC1 (configuration not stated)	x	-3	x	5	10	2	-2
C=CCCC(=O)Nc1ccc(COC(=O)N2CCOCC2)cc1	-4	x	0	x	-8	x	17
Cc1ccccc1OCC(=O)Nc1nnc(C2CCCCC2)s1	x	4	x	2	-4	-3	x
O=C(COc1ccc(-n2cnnn2)cc1)Nc1ccc(F)c(F)c1	-4	2	-3	-1	6	-4	19
Cc1cc(C)c(S(=O)(=O)N2CCCC(C(=O)NC3CC3)C2)c(C)c1 (configuration not stated)	8	-1	-12	-1	-3	-1	-11
CC(NC(C(=O)c1ccccc1)c1ccccc1)c1ccccc1 (configuration not stated)	6	2	-3	-15	-1	-1	8
Cc1ccc(S(=O)(=O)N2CCN(C(=O)COC(=O)Cc3ccc(F)cc3)CC2)c(C)c1	1	-4	-6	-1	-6	4	-4
COc1cccc(/C=N/Nc2nc3ccccc3n3cnnc23)c1O	x	-1	x	-5	12	0	x
CCOC(=O)Cn1c(=O)n(Cc2ccc(C)cc2)c(=O)c2cccnc21	4	1	6	-18	-4	-3	-15
O=C1c2ccccc2CCC12OC2c1ccncc1 (configuration not stated)	0	-2	4	-6	4	-4	x
CCN1C(=O)[C@H]2[C@@H](c3ccc(C)cc3)N[C@]3(CCCN(Cc4cccn4C)C3=O)[C@H]2C1=O	4	0	7	-4	4	x	-6
c1ccc(CSc2nnc(-c3cccs3)o2)cc1	47*	x	-3	x	x	x	-18
C[C@@H]1CN([C@H](C)CO)C(=O)Cc2cc(NS(C)(=O)=O)ccc2O[C@@H]1CN(C)S(=O)(=O)c1ccccc1	-1	-2	10	4	-1	-3	-8
COc1ccc(CN2C[C@H](O)COC[C@H]3O[C@@H](CC(=O)NCc4ccccc4Cl)CC[C@@H]32)cc1	6	2	23	1	-3	2	-4
C/C(NC(=O)c1ccccc1F)=C1\C(=O)C[C@@H]2[C@H]1C2(C)C	u	x	12	x	x	x	-67
O=C(CCNC(=O)c1ccc(Br)cc1)NCc1ccccn1	3	1	2	-6	x	3	-12
Cc1ccc(S(=O)(=O)c2ccc(Cl)cc2)cc1S(=O)(=O)N1CCN(C)CC1	2	1	-11	2	x	0	8
C[C@@H]1CN([C@H](C)CO)C(=O)c2cccc(NS(=O)(=O)c3cccs3)c2O[C@@H]1CN(C)S(=O)(=O)c1ccc(Cl)cc1	-2	3	14	-29	x	0	6
COc1ccccc1C1(O)C(=O)Nc2ccccc21 (configuration not stated)	-3	0	15	3	-9	-5	1
COc1ccc(NC(=O)CCC(=O)N/N=C/c2ccncc2)cc1	-2	6	5	2	-1	-5	x
COc1cccc2cc(CC(=O)c3ccc(C)cc3C)c(=O)oc12	87*	-7	-9	-3	0	-4	-100
CCOC(=O)c1c(CC(C)C)csc1/N=C/C1C(=O)CCCC1=O	x	0	x	-14	5	-5	18
COc1ccc(S(=O)(=O)N[C@H]2C=C[C@@H](CC(=O)N3CCc4ccccc4C3)O[C@H]2CO)cc1	1	1	11	-4	9	0	9
Cn1c(SCC(=O)NCCC2=CCCCC2)nnc1C(F)(F)F	-2	1	6	1	x	x	18
O=C(Cc1ccccc1)NCC(=O)Nc1cccc(Br)c1	-5	5	6	2	-6	-8	5
C[C@H]1CN([C@@H](C)CO)S(=O)(=O)c2ccc(-c3cccnc3)cc2O[C@H]1CN(C)C(=O)NC1CCCCC1	0	-1	u	-13	11	-7	19
CO[C@@H]1CN(C)C(=O)c2cc(NC(=O)c3cnccn3)ccc2OC[C@H](C)NC[C@H]1C	-3	0	-2	12	3	0	-16
CCc1nc(SCC(=O)O)c(C#N)cc1C	-3	-1	-18	-1	x	0	6
CS(=O)(=O)CCC(C(=O)N1CCOCC1)N1C(=O)c2cc(Cl)c(Cl)cc2C1=O (configuration not stated)	0	x	4	x	-3	x	x
CC(=O)N1[C@@H](CO)[C@@H]2c3ccccc3N(C(=O)Nc3cc(F)ccc3F)C[C@@H]21	-2	0	-13	11	x	0	-3
O=C(Nc1ccc2c(c1)OCCO2)C1C(c2ccccc2)=Nc2ccccc2N1C(=O)c1cccnc1 (configuration not stated)	x	-3	x	-1	6	x	-125
O=C(NCCC(=O)N1CCN(S(=O)(=O)c2ccccc2Cl)CC1)Nc1ccccc1	-2	-37	0	2	0	2	7
CN1[C@@H]2Cn3c(ccc(-c4ccc(F)cc4)c3=O)[C@H]1[C@@H](C(=O)N1CCCCC1)[C@@H]2CO	0	1	-23	-4	x	-7	0
CCNC(=O)[C@@H]1[C@@H](CO)[C@@H]2Cn3c(ccc(-c4ccccc4)c3=O)[C@H]1N2Cc1cccnc1	-4	2	5	5	x	-29	-2
CCn1cc(C(=O)NCCCN2CCCC(C)C2)c(=O)c2cc(S(=O)(=O)N3CCc4ccccc4C3)ccc21 (configuration not stated)	-20	-8	-14	-1	x	1	16
Cc1noc(C)c1S(=O)(=O)N(C)C[C@@H]1OCCCC[C@H](C)Oc2ccc(NC(=O)Nc3ccc(C(F)(F)F)cc3)cc2C(=O)N([C@H](C)CO)C[C@@H]1C	-5	2	x	-3	x	7	24
OC[C@@H]1CN(Cc2ccc3c(c2)OCO3)C[C@H](n2cnc3c(NCc4ccc(F)cc4)ncnc32)O1	-4	0	-12	-9	9	-3	11
CN(C)C(=O)[C@H]1[C@H](CO)[C@H]2Cn3c(ccc(C4=CCCCC4)c3=O)[C@@H]1N2Cc1cccnc1	2	2	-17	7	x	-33	3
CCN(CC(=O)NCc1cccs1)C(=O)c1cc(S(=O)(=O)N2CCCCC2)ccc1Cl	-7	1	-7	-5	5	-1	-1
CCC(=O)Nc1ccc2c(c1)OC[C@H](C)N(C(=O)c1cnccn1)C[C@@H](C)[C@H](OC)CN(C)C2=O	3	2	-4	-7	-10	0	-4
Cc1c(C(=O)Nc2nccs2)sc2nc(-c3cccs3)cc(C(F)(F)F)c12	-1	x	-12	x	7	x	x
COCC(=O)N1C[C@H](C)[C@H](OC)CN(C)C(=O)c2cc(NC(=O)Nc3ccccc3)ccc2OC[C@H]1C	1	x	2	-1	x	7	-11

Part of the list above with just C2C12 statin and Casp6 inh:
Compound | C2C12 statin | Casp6 inh
COc1ccc(CN2C[C@H](O)COC[C@H]3O[C@@H](CC(=O)NCc4ccccc4Cl)CC[C@@H]32)cc1 | 23 | 2
C/C(NC(=O)c1ccccc1F)=C1\C(=O)C[C@@H]2[C@H]1C2(C)C | 12 | x

(more compounds)
SMILES	esBAF inh	Casp6 inh	C2C12 statin	S100A4 inh HTS	FN deposit inh	SIRT5 inh	LGR2 antag
COc1ccc(S(=O)(=O)NCCCN2CCOCC2)cc1F	x	-7	x	-1	-2	-2	-7
CC(C)N(Cc1nccn1C)C(=O)CC1C(=O)NCCN1Cc1ccc(F)cc1 (configuration not stated)	4	x	49	4	10	1	6
O=C(O)COCC(=O)N1CCN(C(c2ccccc2)c2ccccc2)CC1	-2	-4	14	-6	-8	-4	7
Cn1nnnc1SCC(=O)Nc1cc(C(F)(F)F)ccc1N1CCOCC1	2	0	1	-6	-3	1	-19
CSc1nc2n(n1)C(c1cccc(F)c1)C(C(=O)Nc1ccc(C)cc1C)=C(C)N2 (configuration not stated)	-3	x	-15	x	1	x	x
O=C(Nc1nc2c(F)c(F)c(F)cc2s1)c1ccco1	53*	-2	2	5	6	0	-47
CCNC(=O)C[C@@H]1CC[C@@H]2[C@H](COc3ccc(NC(=O)Nc4cccc(C)c4)cc3C(=O)N2C)O1	4	-3	4	-11	x	-1	-3
C[C@@H]1CN([C@@H](C)CO)C(=O)c2cc(N(C)C)ccc2O[C@@H](C)CCCCO[C@@H]1CN(C)C(=O)NC1CCCCC1	-9	0	14	4	-10	0	12
Cc1cccc(C)c1NC(=O)c1cc2c(=O)c3ccccc3oc2nc1C(F)(F)F	-16	x	-45	x	16	x	x
O=C(CCCc1nc2ccccc2s1)NCc1cccnc1	x	-1	x	1	x	1	-3
CCNC(=O)C[C@H]1CC[C@H]2[C@@H](COc3ccc(NC(=O)Nc4c(C)noc4C)cc3C(=O)N2C)O1	1	-1	-1	1	1	1	27
O=C(O/N=C1\CCCCC1c1ccc([N+](=O)[O-])cc1[N+](=O)[O-])c1c(F)cccc1F (configuration not stated)	-10	x	3	x	2	x	x
Cc1ccccc1OCC(=O)Nc1ccc2c(c1)C(=O)c1ccccc1C2=O	x	-4	x	13	-2	5	-107
CCc1cccc(NC(=S)N(CCOC)C2CCN(C(C)=O)CC2)c1	1	x	-11	1	2	9	32
Cc1cc(C)c(OCC(=O)Nc2ccccc2N2CCOCC2)c(C)c1	0	x	-4	x	-5	x	x
COc1ccccc1NC(=O)N1CCCCN2[C@H](C1)[C@H](c1ccc(-c3ccc(C)cc3)cc1)[C@@H]2CO	-3	-2	28	16	x	6	-5
O=C1C=CC(=O)N1Cc1ccccn1	3	-3	-2	-8	x	21*	-7
Cc1cccc(N(CC(=O)N2CCOCC2)S(C)(=O)=O)c1C	-4	x	9	x	-8	x	x
O=c1c2cc(F)ccc2sn1-c1ccccc1Cl	-1	3	13	0	41*	-2	-12
CCCC#Cc1ccc([C@@H]2[C@H]3CN(C(=O)NCCC)CC(=O)N3[C@H]2CO)cc1	x	-1	x	-7	x	-1	-6

Among those listed so far, eight have a Cl atom:
SMILES	esBAF inh	Casp6 inh	C2C12 statin	S100A4 inh HTS	FN deposit inh	SIRT5 inh	LGR2 antag
O=C(NCc1ccco1)c1cccnc1Cl	1	-1	9	2	10	-6	2
COc1ccc(CN2C[C@H](O)COC[C@H]3O[C@@H](CC(=O)NCc4ccccc4Cl)CC[C@@H]32)cc1	6	2	23	1	-3	2	-4
Cc1ccc(S(=O)(=O)c2ccc(Cl)cc2)cc1S(=O)(=O)N1CCN(C)CC1	2	1	-11	2	x	0	8
C[C@@H]1CN([C@H](C)CO)C(=O)c2cccc(NS(=O)(=O)c3cccs3)c2O[C@@H]1CN(C)S(=O)(=O)c1ccc(Cl)cc1	-2	3	14	-29	x	0	6
CS(=O)(=O)CCC(C(=O)N1CCOCC1)N1C(=O)c2cc(Cl)c(Cl)cc2C1=O (configuration not stated)	0	x	4	x	-3	x	x
O=C(NCCC(=O)N1CCN(S(=O)(=O)c2ccccc2Cl)CC1)Nc1ccccc1	-2	-37	0	2	0	2	7
CCN(CC(=O)NCc1cccs1)C(=O)c1cc(S(=O)(=O)N2CCCCC2)ccc1Cl	-7	1	-7	-5	5	-1	-1
O=c1c2cc(F)ccc2sn1-c1ccccc1Cl	-1	3	13	0	41*	-2	-12
